CHT inh – inhibits the human high affinity choline transporter; CHT-expressing cells, membrane potential dye, choline response; hits give low values; AID 488975; actives 0.86% (n = 310,000); Q9GZV3; B-score at 10 µM;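 active means B-score over 3 SD under the library average, and starting fluorescence ratio not unusually high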;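 further: choline stimulus applied at its EC90 after an EC20 pre-addition; B-score computed on integrated fluorescence ratio after choline addition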
Target sequence (Q9GZV3 whole entry, looked up): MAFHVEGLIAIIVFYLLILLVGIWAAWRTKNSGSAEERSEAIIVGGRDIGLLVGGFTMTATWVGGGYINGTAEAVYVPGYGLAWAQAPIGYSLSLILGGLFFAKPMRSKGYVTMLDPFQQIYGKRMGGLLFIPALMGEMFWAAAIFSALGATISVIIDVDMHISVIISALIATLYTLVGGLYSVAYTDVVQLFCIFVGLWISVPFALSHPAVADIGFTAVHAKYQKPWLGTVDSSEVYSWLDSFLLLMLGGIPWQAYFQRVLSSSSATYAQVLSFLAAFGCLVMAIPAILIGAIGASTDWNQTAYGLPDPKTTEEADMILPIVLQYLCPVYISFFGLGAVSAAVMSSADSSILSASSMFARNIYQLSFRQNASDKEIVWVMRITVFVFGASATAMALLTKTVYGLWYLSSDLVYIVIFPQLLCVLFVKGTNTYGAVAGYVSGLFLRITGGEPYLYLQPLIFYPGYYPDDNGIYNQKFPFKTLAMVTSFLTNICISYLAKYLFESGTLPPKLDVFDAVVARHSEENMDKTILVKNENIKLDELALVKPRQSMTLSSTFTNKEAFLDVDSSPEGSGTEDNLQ
CHT allo act – human CHT allosteric activation; Q9GZV3; CHT-expressing cells, membrane potential dye, choline EC20; hits give high values; LV-AA mutant CHT in HEK293 cells; B-score at 10 µM; actives 0.49% (n = 310,000);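 active means initial fluorescence not abnormally high and integrated response B-score, plate-corrected, over 3 SD above library mean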
Calls only; i = inactive.

SMILES	CHT inh	CHT allo act
O=C(COC(=O)C1CCN(S(=O)(=O)c2ccc3c(c2)OCCO3)CC1)Nc1ccc(C(F)(F)F)cc1	i	i
Cc1c(C(=O)NCc2ccoc2)oc2ccc3c(c12)C(=O)CC(C)(C)O3	i	i
COc1ccc(C2(CNC(=O)c3cccs3)CCOCC2)cc1	i	i
COc1ccc(/C=N/NC(=O)c2ccccc2O)cc1Cn1cc([N+](=O)[O-])cn1	i	i
CCOc1ccc(CN2CCN(Cc3nc4c(s3)CCCC4)CC2CCO)cc1 (configuration not stated)	i	i
Cc1ccc(S(=O)(=O)NC(CC(C)C)C(=O)N2CCC(C)CC2)cc1 (configuration not stated)	i	i
CCCNC(=O)Nc1nccs1	i	i
Clc1cc(CSc2ccccc2)nc(-c2ccccc2)n1	i	i
COc1cc2cc(C)c(SCC(=O)N3CCN(C(=O)c4ccco4)CC3)nc2cc1OC	i	i
O=C(COc1ccc(S(=O)(=O)NCc2ccccc2)cc1)N1CCOCC1	i	i
N#C/C(=C\c1c(N2CCC(C(N)=O)CC2)nc2ccccn2c1=O)S(=O)(=O)c1ccccc1	i	i
CCOc1ccc(C(=O)NC(=S)NC2CCCC2)cc1[N+](=O)[O-]	i	i
COc1cc(C(=S)N2CCOCC2)ccc1OC(=O)c1cc(OC)c(OC)c(OC)c1	i	i
O=Cc1ccccc1OS(=O)(=O)c1ccccc1	i	i
O=C(COc1ccc(Cl)cc1Cl)Nc1ccccn1	i	i
COc1ccc(CCNC(=O)c2cc(-c3ccccc3)c(N3CCOCC3)s2)cc1OC	i	i
Cn1cc(CN2CCC(n3nccc3NC(=O)Cc3ccccc3)CC2)cn1	i	i
C/C(Cl)=C/CN1C(=O)C2C3C=CC(C3)C2C1=O (configuration not stated)	i	i
Cc1cccc(NC(=O)C2NC(=O)CC2c2ccccc2)c1C (configuration not stated)	i	i
O=C(Cn1cc2c(n1)CCCCC2)N1CCc2ccccc21	i	i
COC(=O)/C=C1/N/C(=N\c2nc(C)cc(C)n2)N(c2ccc(Cl)cc2)C1=O	i	i
O=c1c(Cl)c(N2CCC3(CC2)OCCO3)cnn1C12CC3CC(CC(C3)C1)C2	i	i
Cn1cc([N+](=O)[O-])c(C(=O)NCc2ccco2)n1	i	i
CCCCn1c(S(=O)(=O)O)nc2ccccc21	i	i
COc1ccc(/C(N)=N/OC(=O)C2CCC(=O)N2S(=O)(=O)c2ccc(C)cc2)cc1OC (configuration not stated)	i	i

Compounds listed so far that contain an aryl thioether with sulfur outside any ring, in the order listed:
SMILES	CHT inh	CHT allo act
Clc1cc(CSc2ccccc2)nc(-c2ccccc2)n1	i	i
COc1cc2cc(C)c(SCC(=O)N3CCN(C(=O)c4ccco4)CC3)nc2cc1OC	i	i

(more compounds)
SMILES	CHT inh	CHT allo act
COc1ccccc1CC(NC(C)=O)C(=O)NC1CCN(C(=O)Nc2ccccc2F)CC1 (configuration not stated)	i	i
COc1ccc(NC(=O)C2CCCN(S(=O)(=O)c3cccnc3)C2)cc1OC (configuration not stated)	i	i
Cc1ccc(C)c(-c2csc(NC(=O)C3=COCCO3)n2)c1	i	i
O=C(CSc1nnc(-c2ccc(F)cc2)o1)N1CCCC1	i	i
CNC(=O)CC1C(=O)N(c2ccc(Cl)cc2)C(=S)N1CCc1ccc(OC)c(OC)c1 (configuration not stated)	i	i
Cc1ccc(S(=O)(=O)Cn2nnnc2C(c2ccccc2)N2CCN(c3ccccc3)CC2)cc1 (configuration not stated)	i	i
CCN1C(=O)/C(=C\N2CCOCC2)SC1=S	i	i
Cc1nn(C)c(N)c1C(O)(c1nccn1C)C(F)(F)F (configuration not stated)	i	i
O=C(C1CCC(CNS(=O)(=O)c2cccs2)CC1)N1CCN(c2ccc(F)cc2)CC1 (configuration not stated)	i	i
CCCOC(=O)c1c(NC(=O)/C=C/c2cnn(C)c2C)sc(C(=O)OCC)c1C	i	i
Cc1ccc2[nH]c(=O)c3cc(C(=O)N(C)c4ccccc4C)sc3c2c1	i	i
CC(=O)Nc1cccc(NC(=O)C(C)N2c3cccc4cccc(c34)S2(=O)=O)c1 (configuration not stated)	i	i
Cn1c(=O)c2c(C(=O)O)cc(-c3ccccc3)nc2n(Cc2ccccc2)c1=O	i	i
Cc1ccc(CSc2nnc(NC(=O)C3COc4ccccc4O3)s2)cc1 (configuration not stated)	i	i
Nc1nnc(CC(=O)N2CCCCC2)s1	i	i
Cc1nc2ncnn2c(N2CCN(C(=O)c3cccc(F)c3)CC2)c1C	i	i
O=C(NCCC1=CCCCC1)c1ccc(CN2CCOCC2)cc1	i	i
O=C(N/N=C/c1ccc(Br)s1)Nc1ccccc1	i	i
N#Cc1c2n(c(=S)n(-c3ccccc3[N+](=O)[O-])c1=O)CCCCC2	i	i
O=C(O)CCCC(=O)Nc1ccccc1C(=O)O	i	i
COc1ccc(S(=O)(=O)N2CCCC(C(=O)NCc3ccncc3)C2)cc1Cl (configuration not stated)	i	i
O=C(Cc1ccccc1)c1c[nH]c(C(=O)C(Cl)(Cl)Cl)c1	i	i
O=C(COc1cccc(NC(=O)c2ccccc2)c1)c1ccc(F)cc1	i	i
CCOc1ccccc1NC(=O)CNC(=O)Cc1ccccc1	i	i
CCOC(=O)N/N=C(\C)c1ccc(OC(F)F)cc1OC(F)F	i	i

Two of the compounds above, with each value named.
SMILES: COc1ccc(NC(=O)C2CCCN(S(=O)(=O)c3cccnc3)C2)cc1OC (configuration not stated)
  CHT inh = i
  CHT allo act = i
SMILES: Cc1ccc(C)c(-c2csc(NC(=O)C3=COCCO3)n2)c1
  CHT inh = i
  CHT allo act = i

The results go on.
SMILES	CHT inh	CHT allo act
O=C(Nc1ccc(S(=O)(=O)N2CCOCC2)cc1)c1c(F)cccc1F	i	i
CCOC(=O)Cc1c(C)nc2cc(C)nn2c1C	i	i
O=C(NCc1ccco1)C12CN(Cc3ccccc3)CC1C(c1cccc([N+](=O)[O-])c1)=NO2 (configuration not stated)	i	i
COC(=O)C1CN(C(=O)c2cccc(OC(F)F)c2)c2ccccc2O1 (configuration not stated)	i	i
CCC1=Nc2cc(C(=O)NCc3cccnc3)ccc2Sc2ccc(C)cc21	i	i
O=C(O)[C@H]1CCCC[C@H]1C(=O)NCCNC(=O)[C@@H]1CCCC[C@@H]1C(=O)O	i	i
CCCN(CCC)C(=O)CP(=O)(c1ccccc1)c1ccccc1	i	i
CS(=O)(=O)c1ccc2nc(NC(=O)c3ccc(Cn4cc(Br)cn4)o3)sc2c1	i	i
O=C(Nc1nccs1)c1cn2ccccc2n1	i	i
O=C(Nc1ccc(F)c(F)c1)C1CCN(S(=O)(=O)c2cccc3nonc23)CC1	i	i
C=CCn1c(SCC(=O)c2[nH]c(C)c(C(=O)OCC)c2C)nc2scc(-c3ccc(OC)c(OC)c3)c2c1=O	i	i
CCCC1=C(C(=O)OCC)C(c2cccs2)n2ncnc2N1 (configuration not stated)	i	i
Cc1ccc(N(CC(=O)NCc2ccc3c(c2)OCO3)S(=O)(=O)c2c(C)noc2C)cc1	i	i
COC(=O)c1cccc(N(C(=O)CNC(=O)c2cccs2)C(C(=O)NCC2CCCO2)c2ccc(OC)c(OC)c2)c1 (configuration not stated)	i	i
O=C(N/N=C/c1sc(N2CCOCC2)nc1-c1ccccc1)c1ccccc1O	i	i
O=c1c2c3c(sc2nc(NCCOCCO)n1Cc1ccco1)CCCCC3	i	i
Cc1cccc(OCc2nnc(SCC(=O)Nc3cccc(C(=O)N4CCOCC4)c3)n2C)c1C	i	i
CC(C)(C)c1ccc(C(=O)NN2C(=O)CSC2=S)cc1	i	i
O=C(NCCO)Nc1ccc2nsnc2c1	i	i
O=Cc1ccc2cccnc2n1	i	i
CCN(CC)C(=O)C1CCCN(C(=O)Nc2ccccc2)C1 (configuration not stated)	i	i
CC(=O)Oc1ccc(N2C(=O)c3cccc4c([N+](=O)[O-])ccc(c34)C2=O)cc1	i	i
COc1ccccc1S(=O)(=O)Cc1ccc(C(=O)NCC(OC)OC)o1	i	i
Cc1cc(C)nc(SCc2nnc(SCC(=O)N3CCCc4ccccc43)o2)n1	i	i
Cn1cc(C(=O)c2cccc(Cl)c2)cc1/C=N\O	i	i

Next structures follow:
SMILES	CHT inh	CHT allo act
COc1ccc(C(=O)COC(=O)c2cc3ccccc3oc2=O)c(OC)c1	i	i
CC1(C)CC(=O)C(C#N)=C(NCCCO)C1	i	i
CC(C)(C)c1ccc(S(=O)(=O)N2CCSC2)cc1	i	i
Cc1ccc(NC(=O)Cn2nc(-c3ccco3)ccc2=O)cc1Cl	i	i
CCCC(=O)NC(=S)Nc1ccc(CN2CCOCC2)cc1	i	i
Cn1c(C(=O)O)cc2c(=O)n3ccccc3nc21	i	i
CCc1nnc(NS(=O)(=O)c2ccc(NC(=O)c3ccccc3OC)cc2)s1	i	i
COc1ccccc1NC(=O)c1ccc(NC(=O)CSc2nnnn2C)cc1	i	i
COc1ccc(-n2c(C)cc(/C=C(\C#N)C(=O)NCc3ccco3)c2C)cc1	i	i
O=C(CSC1=N/C(=C/c2ccco2)C(=O)N1c1ccc(OC(F)F)cc1)NC1CCS(=O)(=O)C1 (configuration not stated)	i	i
O=C(Nc1ccc(S(=O)(=O)N2CCOCC2)cc1)c1cc([N+](=O)[O-])ccc1Cl	i	i
S=C(NCCc1ccccn1)Nc1cccc(Cl)c1	i	i
CC(C)NCC(O)COC1CCC(C(C)(C)C)CC1 (configuration not stated)	i	i
CN1CCN(C(CNS(=O)(=O)c2ccc(Cl)cc2)c2cccnc2)CC1 (configuration not stated)	i	i
O=S(=O)(NCC(c1cccnc1)N1CCN(c2ccccc2)CC1)c1cccs1 (configuration not stated)	i	i
O=C(N/N=C/c1cc2cc3c(cc2nc1Cl)OCCO3)c1ccccc1O	i	i
O=C(Nc1c(C(=O)N2CCOCC2)cnn1-c1ccccc1)c1ccco1	i	i
CC1CC(C)CN(CCCNC(=O)c2cn(C)c3ccc(S(=O)(=O)N4CCCC4)cc3c2=O)C1 (configuration not stated)	i	i
COCCCNC(=O)CS(=O)(=O)Cc1nc(-c2cccc(OC)c2)oc1C	i	i
Cc1cccc(N2CCN(CC(O)COCc3cccs3)CC2)c1C (configuration not stated)	i	i
CC(NC(=O)c1ccccc1Br)c1ccc2c(c1)CCCC2 (configuration not stated)	i	i
O=c1c2cc3c(=O)n(-c4ccccc4O)c(=O)c3cc2c(=O)n1-c1ccccc1O	i	i
CCNc1nc2c(c(=O)[nH]c(=O)n2C)n1Cc1ccc(F)cc1	i	i
Cc1ccc(C)n1-c1nc(=S)[nH][nH]1	i	i
CCOc1ccc(Br)cc1S(=O)(=O)Nc1ccc(Cl)c(S(=O)(=O)N(C)C)c1	i	i

More records follow:
SMILES	CHT inh	CHT allo act
Cc1cc(C(=O)CCC(=O)N2CCN(S(=O)(=O)c3ccccc3)CC2)c(C)s1	i	i
Cc1noc(C)c1COC(=O)c1cccc(S(=O)(=O)N2CCOCC2)c1	i	i
COC(CNS(=O)(=O)c1ccc(Cl)cc1)c1ccccc1 (configuration not stated)	i	i
Cc1cccc(OCCSc2cc(C)nc(N)n2)c1	i	i
O=C(CCc1nnc(CCCCc2ccccc2)o1)NCCC1CCCCO1 (configuration not stated)	i	i
CCc1ccc(/C=C2/SC(=S)N(CC(=O)Nc3nc4ccccc4s3)C2=O)cc1	i	i
COc1ccc(OC)c(NC(=O)c2csc(Cl)c2OC)c1	i	i
Cc1ncoc1C(=O)N1CCCC(C(=O)c2ccc(C(F)(F)F)cc2)C1 (configuration not stated)	i	i
Cc1ccc(C(=O)N2CCOCC2)cc1[N+](=O)[O-]	i	i
COC(=O)c1sc(N)c(C(=O)OC)c1CSc1nnnn1C	i	i
COCCn1c(-c2ccccc2)cnc1N	i	i
C=CCNC(=O)c1ccc(Cn2c(=S)[nH]c3cc4c(cc3c2=O)OCO4)cc1	i	i
Cc1cccc(NC(=O)c2cccc(S(=O)(=O)Nc3ccccc3C(=O)O)c2)c1	i	i
COc1ccccc1C(=O)NCCC(=O)NNC(=O)C1COc2ccccc2O1 (configuration not stated)	i	i
COC(=O)C1CSC(C(=O)OC)N1C(=O)Nc1ccccc1 (configuration not stated)	i	i
CCNC(=O)NC(=O)C(C)Sc1ncc(C(F)(F)F)cc1Cl (configuration not stated)	i	i
Cc1ccc(-c2csc(NC(=O)/C=C/c3ccco3)c2C(=O)O)cc1	i	i
O=C(Cc1c(Cl)cccc1Cl)Nc1cccnc1	i	i
O=C(CC1Nc2cccc3cccc(c23)NC1=O)Nc1ccccc1 (configuration not stated)	i	i
CCOC(=O)c1nn(-c2cccc(OC)c2)c2nc(Nc3ccccc3)cc(=O)n12	i	i
CCOC(=O)NC(=O)COC(=O)CCCc1nc2ccccc2s1	i	i
COc1ccc(C2=NS(=O)(=O)N(C)C(C(=O)Nc3cc(C)ccc3O)=C2)cc1OC	i	i
Nc1cc2c(cc1C(=O)c1cccc(Br)c1)OCCO2	i	i
O=S(=O)(CCc1ccncc1)Cc1ccc2c3c(cccc13)CC2	i	i
CC(=O)Nc1ccc(S(=O)(=O)Nc2nccc(/C=C/c3ccc(Cl)cc3)n2)cc1	i	i

6 records drawn at random from the list so far, as already listed:
SMILES	CHT inh	CHT allo act
Cc1ccc(C(=O)N2CCOCC2)cc1[N+](=O)[O-]	i	i
COCCn1c(-c2ccccc2)cnc1N	i	i
Cc1noc(C)c1COC(=O)c1cccc(S(=O)(=O)N2CCOCC2)c1	i	i
Cc1cccc(OCCSc2cc(C)nc(N)n2)c1	i	i
O=S(=O)(CCc1ccncc1)Cc1ccc2c3c(cccc13)CC2	i	i
Cc1ncoc1C(=O)N1CCCC(C(=O)c2ccc(C(F)(F)F)cc2)C1 (configuration not stated)	i	i

Not a hit list; overall some 1.4% were active at least once.
